Screening data deposited in PubChem BioAssay by several laboratories.
SARS 3CLpro inh: SARS-CoV 3CLpro protease inhibitors, primary screen, biochemical, quenched FRET. recombinant SARS-CoV 3CLpro, quenched FRET peptide cleavage. hit rate 0.14% among 290,000. inhibition, % at 6 µM; in the data active = inhibition above about 12%
Rv3671c inh: Rv3671c serine protease inhibitors, primary screen, biochemical, fluorescence polarization, M. tuberculosis H37Rv; P9WHR9; inhibition, % at 5.96 µM; hit rate 0.048% among 320,000; AID 2606, 2010; in the data active = inhibition above about 38%;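 also: extracellular domain of Rv3671c used as enzyme; 0% = enzyme with DMSO and 100% = no enzyme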
UGM FP inh: M. tuberculosis UGM enzyme inhibitors, primary screen, biochemical, fluorescence polarization, single point | UDP-galactopyranose mutase (Mycobacterium tuberculosis (strain ATCC 25618 / H37Rv)), … | purified UGM, fluorescence polarization probe displacement | inhibition, % at 10 µM | hit rate 0.06% among 320,000 | AID 504406, 2011; in the data active = inhibition above about 10%, passing the limit was not always enough
Target sequence (P9WIQ1 whole entry, looked up): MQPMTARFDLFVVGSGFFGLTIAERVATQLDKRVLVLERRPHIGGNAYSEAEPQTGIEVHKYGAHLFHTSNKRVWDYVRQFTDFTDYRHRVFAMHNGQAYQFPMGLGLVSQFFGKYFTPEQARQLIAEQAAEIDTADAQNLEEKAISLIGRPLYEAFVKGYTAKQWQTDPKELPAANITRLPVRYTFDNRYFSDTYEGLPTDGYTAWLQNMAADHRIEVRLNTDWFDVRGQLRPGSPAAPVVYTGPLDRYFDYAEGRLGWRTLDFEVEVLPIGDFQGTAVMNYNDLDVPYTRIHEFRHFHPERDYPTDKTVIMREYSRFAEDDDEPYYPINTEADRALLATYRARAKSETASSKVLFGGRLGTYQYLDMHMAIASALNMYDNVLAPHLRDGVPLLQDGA
Mtb BioA inh: M. tuberculosis BioA enzyme inhibitors, primary screen, biochemical, plate reader, single point, HTS; 7,8-diaminopelargonic acid synthase BioA (Mycobacterium tuberculosis); purified M. tuberculosis BioA enzyme; inhibition, % at 9.99 µM; hit rate 0.096% among 360,000; AID 602481, 2012; in the data active = inhibition above about 40%
VHR inh abs: VHR1 phosphatase inhibitors, primary screen, biochemical, absorbance, uHTS | Dual specificity protein phosphatase 3 (Homo sapiens), P51452 | recombinant VHR phosphatase, pNPP absorbance | inhibition, % at 13.3 µM | hit rate 0.52% among 290,000; in the data active = inhibition above about 50%; also: some compounds called inactive have numbers as strong as hits
Target sequence (P51452 whole entry, looked up): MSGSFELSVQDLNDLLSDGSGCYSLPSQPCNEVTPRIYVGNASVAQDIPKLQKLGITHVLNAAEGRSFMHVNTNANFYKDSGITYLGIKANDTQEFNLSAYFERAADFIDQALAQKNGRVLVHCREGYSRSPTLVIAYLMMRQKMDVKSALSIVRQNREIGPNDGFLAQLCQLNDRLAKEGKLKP
Mtb FBA inh: Mtb FBA enzyme inhibitors, primary screen, biochemical, fluorescence, strain H37Rv; Fructose-bisphosphate aldolase (Mycobacterium tuberculosis (strain ATCC 25618 / H37Rv)), …; purified M. tuberculosis FBA, fluorescence read-out; inhibition, % at 1 µM; hit rate 2.3% among 360,000; AID 588726, 2011; in the data active = inhibition above about 27%;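 also: 0% = vehicle and 100% = reference inhibitor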
Target sequence (P9WQA3 whole entry, looked up): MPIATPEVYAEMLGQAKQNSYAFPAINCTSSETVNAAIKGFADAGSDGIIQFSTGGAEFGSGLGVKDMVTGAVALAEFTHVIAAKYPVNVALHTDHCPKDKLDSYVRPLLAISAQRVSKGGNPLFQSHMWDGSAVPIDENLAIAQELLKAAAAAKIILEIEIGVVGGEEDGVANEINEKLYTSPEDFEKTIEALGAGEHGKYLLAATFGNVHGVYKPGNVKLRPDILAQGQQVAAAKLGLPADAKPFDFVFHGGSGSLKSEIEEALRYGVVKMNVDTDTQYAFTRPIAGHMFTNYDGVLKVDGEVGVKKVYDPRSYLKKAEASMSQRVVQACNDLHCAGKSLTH
Vc quorum ag: inducers of Vibrio cholerae quorum light production without autoinducers, primary screen, BH1578 luxS cqsA deficient, single point. V. cholerae BH1578 lux reporter, luminescence, 6 h. hit rate 0.16% among 350,000. activation, % at 18.7 µM; in the data active = activation mostly above about 9.7%, no sharp cut-off; also: not every result past the cut was called active; inactives centre near 0; reference of the scale not given here
SSB-PriA inh: inhibitors of Klebsiella pneumoniae PriA binding to SSB C-terminal tail, primary screen, biochemical, AlphaScreen; PriA–SSB C-terminal tail interaction (Klebsiella pneumoniae); AlphaScreen SSBct-PriA binding, biotinylated peptide; inhibition, % at 33 µM; hit rate 0.6% among 430,000; AID 1272365, 2023; in the data active = inhibition mostly above about 37%, no sharp cut-off; inactive = mostly below about 20%;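 also: plate controls were negative control peptide for no effect and reference peptide for full effect; strong numbers were not always called active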
MazEF act: activators of E. coli MazEF toxin-antitoxin RNase, primary screen, biochemical, fluorescence, uHTS; Endoribonuclease toxin MazF (Escherichia coli (strain K12)), P0AE70; FAM/BHQ RNA-DNA oligo cleavage fluorescence, 5 h; AID 504720, 2011; hit rate 0.32% among 350,000; activation, % at 20 µM; in the data active = activation above about 50%
Target sequence (P0AE70 whole entry, looked up): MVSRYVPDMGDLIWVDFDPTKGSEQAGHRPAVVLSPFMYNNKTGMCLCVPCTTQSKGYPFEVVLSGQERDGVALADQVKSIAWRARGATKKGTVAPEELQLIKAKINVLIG
GDH-TPI inh: GDH-TPI coupling enzyme inhibitors, primary screen, artefact control for M. tuberculosis FBA inhibitor project, biochemical, absorbance, full deck; AID 588335, 2011; hit rate 1.2% among 360,000; GDH-TPI coupled enzyme counterscreen, NADH absorbance; inhibition, % at 4.8 µM; in the data active = inhibition above about 30%;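 also: 0% = DMSO wells and 100% = wells lacking the enzyme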
Numbers without * were called inactive; i = inactive; / = not tested or not shown; & = joins results of further samples. Not all compounds are listed (hit frequency here may not be typical).

Start of the listing, in advance (5 entries):
SMILES	SARS 3CLpro inh	Rv3671c inh	UGM FP inh	Mtb BioA inh	VHR inh abs	Mtb FBA inh	Vc quorum ag	SSB-PriA inh	MazEF act	GDH-TPI inh
O=C(NNc1ccccc1[N+](=O)[O-])Nc1ccccc1	3	0	2.5	/	22	-1	-2.5	16	7	5
CCCCN(C(=O)c1ccc(S(=O)(=O)N(C)C)cc1)c1nc2ccccc2s1	2	-18	1.9	11	12	-2	-0.7	13	6	3
CCOC(=O)NC(=O)CSc1ccccn1	-4	1	1.0	-0.7	6	0	-1.9	-8	-3	6
Cc1ccc(CNC(=O)c2ccc(Cl)c(S(N)(=O)=O)c2)n1C	0	-1	-1.0	-0.5	2	0	i	-2	3	-4
O=C(/C=C/c1ccco1)OCc1nnc(-c2ccc(Cl)cc2)o1	0	1	0.3	/	18	3	-0.1	-6	-1	1

The listing, from the start:
SMILES	SARS 3CLpro inh	Rv3671c inh	UGM FP inh	Mtb BioA inh	VHR inh abs	Mtb FBA inh	Vc quorum ag	SSB-PriA inh	MazEF act	GDH-TPI inh
O=C(NNc1ccccc1[N+](=O)[O-])Nc1ccccc1	3	0	2.5	/	22	-1	-2.5	16	7	5
CCCCN(C(=O)c1ccc(S(=O)(=O)N(C)C)cc1)c1nc2ccccc2s1	2	-18	1.9	11	12	-2	-0.7	13	6	3
CCOC(=O)NC(=O)CSc1ccccn1	-4	1	1.0	-0.7	6	0	-1.9	-8	-3	6
Cc1ccc(CNC(=O)c2ccc(Cl)c(S(N)(=O)=O)c2)n1C	0	-1	-1.0	-0.5	2	0	i	-2	3	-4
O=C(/C=C/c1ccco1)OCc1nnc(-c2ccc(Cl)cc2)o1	0	1	0.3	/	18	3	-0.1	-6	-1	1
CC(C)NC(=O)Nc1ccc2c(c1)C(=O)N([C@H](C)CO)C[C@H](C)[C@@H](CN(C)C(=O)Nc1ccccc1)O2	/	1	-1.7	0.6	/	1	i	7	2	-13
O=C(CSCc1ccc(F)cc1)N1CCN(c2ccc(F)cc2)CC1	0	-5	-3.8	3.1	14	-3	-0.5	-1	-2	2
O=C(NCc1ccc(F)c(F)c1)C1CCC(=O)N(CC2CCCCC2)C1 (centres undefined)	3	-7	-2.5	-2.1	2	3	i	-7	7	10
O=C(NCC(=O)c1ccccc1)OCc1ccc([N+](=O)[O-])cc1	-3	-3	1.2	-0.8	-10	0	-0.3	-3	3	-2
Cc1cc(NC(=O)CSc2nc(C(C)C)nc3sc4c(c23)CCCC4)no1	5	5	-0.5	-1.0	19	-3	1.4	-18	-4	8
CCc1nc2ccccc2n1Cc1ccc(OC)c(OC)c1	0	4	2.1	-3.4	0	0	-0.8	1&-6	2	-2
Nc1ncnc2c1ncn2C1OC(CO)C(O)C1N (centres undefined)	-4	-1	1.3	-1.1	12	0	-0.4	-11	-15	-8
NS(=O)(=O)c1ccc(NC(=O)CN2CCN(S(=O)(=O)c3cccs3)CC2)cc1	/	/	/	/	/	-2	i	0	-2	6
O=C(CSc1nnc(C2COc3ccccc3O2)o1)Nc1nccs1 (centres undefined)	-2	9	0.3	0.0	8	-1	i	21	6	8
Cc1cc(NC(=O)CSc2nc3c(c(=O)n2C)SCC3)no1	-1	3	-2.4	-2.1	37	0	-0.4	-1	4	11
CCOc1nc(NCCc2ccc(OC)c(OC)c2)nc(NC(C)(C)CO)n1	1	3	1.3	0.8	14	3	i	-5	1	5
CC1CCN(CC(=O)Nc2ccc(Cl)cc2[N+](=O)[O-])CC1	2	0	2.0	/	16	2	0.5	22	-2	-3
COCCN(C(=O)c1cc(OC)c(OC)c(OC)c1)c1c(N)n(Cc2ccccc2)c(=O)[nH]c1=O	3	-3	6.4	/	-2	-3	i	-11	-10	2
COc1ccc(C)cc1NC(=O)CSc1nnc(-c2ccccn2)n1Cc1ccco1	6	3	-5.8	2.7	13	-1	-2.8	-3	3	-3
CCn1c(SCC(=O)NCCc2ccc(OC)c(OC)c2)nc2c([nH]c3ccccc32)c1=O	/	/	/	-2.1	/	0	-0.8	/	-12	19
CC(=O)Nc1cccc(-c2ccnc3c2CC(C(=O)NCc2cccs2)O3)c1 (centres undefined)	/	/	/	4.1	/	2	-0.4	/	/	5
O=C(CCc1nc2ccccc2[nH]1)Nc1ccc(F)cc1	-6	1	-1.2	/	10	-2	-0.4	-7	3	1
COc1cccc(NC(=O)c2ocnc2C)c1	9	-4	-1.2	-2.0	19	2	-0.2	-1	7	6
CCCC(=O)Nc1cc(OC)c(C(=O)OC)cc1Cl	-2	-4	0.8	/	-11	0	-0.3	-5	1	4
CC(C)C(=O)NCCc1nc2ccccc2n1CCc1ccccc1	-2	10	1.9	-1.8	38	4	-0.3	-14&-11	6	3
Cc1ccc2nsnc2c1S(=O)(=O)N1CCN(C(=O)C2CCCO2)CC1 (centres undefined)	-4	6	-2.5	-4.8	8	-4	i	-20	2	-1
CC1(C(=O)N(CC(=O)NC2CCCC2)Cc2ccccc2)CC(=O)N=C2C=CC=CN21 (centres undefined)	-1	-1	-2.1	-0.8	35	109*	-0.2	-13	-18	6
COc1ccc(OC)c2[nH]c(=O)c(CCNC(=O)C(C)C)cc12	1	4	5.9	2.6	-2	2	0.0	9	5	-8
O=C1CCc2cc(NS(=O)(=O)c3ccc([N+](=O)[O-])cc3)cc3c2N1CCC3	/	1	-1.5	2.4	/	-3	i	5	7	9
O=S(=O)(Nc1cccc(-c2ccc(N3CCCCCC3)nn2)c1)c1ccccc1Cl	6	-82	0.0	0.0	-6	3	-6.7	4	8	3
Clc1ccccc1-c1nc2ccccc2[nH]1	1	0	-0.6	-1.0	-15	2	i	-12	8	8
CC(C)(C)C1(C)OC(C(N)=O)C(C(N)=O)O1 (centres undefined)	6	1	1.1	-0.9	8	3	-1.0	-17	3	-7
O=C(CCNc1ccc(Cl)c(C(F)(F)F)c1)c1ccco1	2	-4	-0.7	-0.3	15	-1	-0.4	-7	-3	4
O=C(N=Nc1c(O)n(Cc2ccccc2)c2ccccc12)c1ccc(O)cc1	-3	-22	1.0	0.1	0	-4	-0.3	33	5	17
Cc1ccccc1OCC(=O)NCCCNC(=O)c1cccnc1	2	9	1.3	4.6	23	0	-0.3	-12	0	2
CCN(CC)C(=O)C[n+]1cccc(C(N)=O)c1	2	-1	2.9	-1.6	-11	2	-0.5	2	7	0
CCCS(=O)(=O)NC(=O)C1(C)CCCN(C(=O)c2ccc(C#N)cc2)C1 (centres undefined)	/	/	/	0.6	/	-1	i	/	/	-5
CCOCCc1nnc(NC(=O)CCc2ccccc2)s1	2	6	1.8	/	-15	-5	-2.2	-19	9	7
CC1CC2=C(NC(=S)NC2c2cccc(F)c2)/C(=C/c2cccc(F)c2)C1 (centres undefined)	4	/	/	/	-1	0	0.4	2	3	5
COc1ccc(CN2C[C@@H](CO)O[C@@H](n3cnc4c(NCc5ccncc5)ncnc43)C2)cc1	/	/	/	2.2	/	2	i	/	/	7
CC(C)CNc1ncnc2c1ncn2[C@H]1CN(Cc2ccc3c(c2)OCO3)C[C@@H](CO)O1	/	/	/	0.3	/	-1	-0.2	/	/	11
Cc1cc2n(n1)SC(Nc1ccc(F)cc1)N2 (centres undefined)	-2	0	2.3	8.5	13	1	-0.3	-3	-7	2
COc1ccc(CCNS(=O)(=O)c2cc(/C=C/C(=O)O)ccc2C)cc1OC	-1	6	-0.9	/	18	-3	-0.5	-3&-10	-7	0
O=C(O)c1cc(Br)ccn1	-1	0	0.2	/	8	-1	-0.2	100*	1	-4
COc1ccc(CNC(=S)Nc2cccc(C)c2)cc1	5	-2	-1.1	1.5	10	4	2.8	4	2	-1
COc1ccccc1CNC(=O)COC(=O)C1CCN(c2ccc(C(F)(F)F)cn2)CC1	/	-1	0.9	0.7	/	1	-1.4	-13	-3	4
CN(C)c1nc(N)nc(-c2cccnc2)n1	-4	0	1.0	0.4	-2	2	-0.4	-5	4	4
CC(=O)NC(Cc1ccccc1F)C(=O)NC1CCN(C(=O)NCc2ccccc2)CC1 (centres undefined)	-4	-2	0.2	-2.9	12	-2	-3.6	7	7	11
O=C(O)Cc1ccc2oc(-c3ccccn3)nc2c1	-1	-2	-0.6	-0.4	23	2	i	-7	-3	5
O=C(CSc1ccc(/C=N/NC(=O)c2cccc(F)c2)o1)Nc1ccccc1	-3	5	-0.6	4.7	-18	0	1.3	/	3	33*
Other entries follow.
SMILES	SARS 3CLpro inh	Rv3671c inh	UGM FP inh	Mtb BioA inh	VHR inh abs	Mtb FBA inh	Vc quorum ag	SSB-PriA inh	MazEF act	GDH-TPI inh
CC(=O)c1cccc(Nc2ncnc3ccc(Br)cc23)c1	-4	-23	2.6	/	-14	3	i	-9	3	19
O=C(Cc1cccs1)N1CCC(c2nc3c(nnn3Cc3ccccc3Cl)c(=O)[nH]2)CC1	6	0	2.5	6.7	32	0	i	0	-4	2
CCCOc1ccc(S(=O)(=O)n2cc(F)c(=O)[nH]c2=O)cc1	6	0	1.2	-0.7	0	-1	i	7	-5	13
CC(C)CC(=O)Nc1ccc(-c2nc3ccccc3c(=O)[nH]2)cc1	-2	-4	1.4	/	-2	2	i	-17	-4	10
COC(=O)[C@]1(C)C[C@H]1[C@H](NP(=O)(c1ccccc1)c1ccccc1)c1ccccc1	-4	10	-0.8	0.5	-15	1	2.2	1	3	0
COc1ccccc1NC(=S)N(C(C)C)C(C)c1ccccn1 (centres undefined)	2	-3	1.7	/	18	-1	i	3	3	-1
c1ccc(-c2ccc(C(c3ccccc3)n3ccnc3)cc2)cc1 (centres undefined)	1&-2	0	1.2	4.2	20&-2	4	4.2	-8	-11	11
COc1ccccc1CN1CCN(C(=O)c2ccco2)CC1	2	-2	1.0	0.8	21	0	-0.7	1	-15	9
Cn1c(=O)c2[nH]c(CCCC(=O)O)nc2n(Cc2ccccc2)c1=S	/	11	2.8	1.6	/	-1	i	-6	9	11
O=C(NNS(=O)(=O)c1ccccc1)c1csc(-c2cccnc2)n1	2	-2	2.7	/	-3	2	-0.3	-6	5	7
Cc1ccc(-n2c(-c3cn(C)nc3C)n[nH]c2=S)cc1	-3	-2	2.6	/	12	/	/	/	/	/
COc1ccc(OC)c(S(=O)(=O)Nc2cc3c4c(c2)CCN4C(=O)CC3)c1	/	3	0.3	20	/	0	i	1	2	7
COCCNC(=O)C(c1ccc(F)cc1)N(C(=O)CCC(=O)Nc1nccs1)c1cccc(C)c1 (centres undefined)	2	-7	-0.5	-1.1	-4	-2	-0.3	5	16	-10
CC(=O)Nc1ccccc1Nc1nc(NCCO)nc(N2CCCC2)n1	/	5	-1.2	-0.4	/	2	i	-9	0	9
O=c1[nH]c(=O)n(-c2cccc3ccccc23)c(O)c1/C=N/N1CCCCC1c1cccnc1 (centres undefined)	-1	-10	-2.5	-2.9	13	6	i	/	-13	3
CC1Cn2c(nnc2-c2ccc(F)cc2)S1 (centres undefined)	/	13	-0.8	-1.8	19	1	-0.2	1	4	4
COc1ccc(C(=O)CC(=O)C(=O)Nc2c(C)cccc2C)cc1	1	5	2.0	-0.4	6	0	i	2	6	7
Cc1cccc(NC(=O)CN(C)S(=O)(=O)c2ccc(Br)cc2)n1	3	1	3.9	/	16	1	i	-14	-3	-1
